# mHTT CaM bind: disrupts binding of mutant huntingtin to calmodulin; AlphaScreen His-mHTT/GST-CaM binding, luminescence; inhibition, % at 15 µM; 190,000 tested, 3.6% active; AID 1671202;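 further: 0% = both proteins with DMSO and 100% = one protein alone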
# Target sequence (P42858 whole entry, looked up, stated change not applied): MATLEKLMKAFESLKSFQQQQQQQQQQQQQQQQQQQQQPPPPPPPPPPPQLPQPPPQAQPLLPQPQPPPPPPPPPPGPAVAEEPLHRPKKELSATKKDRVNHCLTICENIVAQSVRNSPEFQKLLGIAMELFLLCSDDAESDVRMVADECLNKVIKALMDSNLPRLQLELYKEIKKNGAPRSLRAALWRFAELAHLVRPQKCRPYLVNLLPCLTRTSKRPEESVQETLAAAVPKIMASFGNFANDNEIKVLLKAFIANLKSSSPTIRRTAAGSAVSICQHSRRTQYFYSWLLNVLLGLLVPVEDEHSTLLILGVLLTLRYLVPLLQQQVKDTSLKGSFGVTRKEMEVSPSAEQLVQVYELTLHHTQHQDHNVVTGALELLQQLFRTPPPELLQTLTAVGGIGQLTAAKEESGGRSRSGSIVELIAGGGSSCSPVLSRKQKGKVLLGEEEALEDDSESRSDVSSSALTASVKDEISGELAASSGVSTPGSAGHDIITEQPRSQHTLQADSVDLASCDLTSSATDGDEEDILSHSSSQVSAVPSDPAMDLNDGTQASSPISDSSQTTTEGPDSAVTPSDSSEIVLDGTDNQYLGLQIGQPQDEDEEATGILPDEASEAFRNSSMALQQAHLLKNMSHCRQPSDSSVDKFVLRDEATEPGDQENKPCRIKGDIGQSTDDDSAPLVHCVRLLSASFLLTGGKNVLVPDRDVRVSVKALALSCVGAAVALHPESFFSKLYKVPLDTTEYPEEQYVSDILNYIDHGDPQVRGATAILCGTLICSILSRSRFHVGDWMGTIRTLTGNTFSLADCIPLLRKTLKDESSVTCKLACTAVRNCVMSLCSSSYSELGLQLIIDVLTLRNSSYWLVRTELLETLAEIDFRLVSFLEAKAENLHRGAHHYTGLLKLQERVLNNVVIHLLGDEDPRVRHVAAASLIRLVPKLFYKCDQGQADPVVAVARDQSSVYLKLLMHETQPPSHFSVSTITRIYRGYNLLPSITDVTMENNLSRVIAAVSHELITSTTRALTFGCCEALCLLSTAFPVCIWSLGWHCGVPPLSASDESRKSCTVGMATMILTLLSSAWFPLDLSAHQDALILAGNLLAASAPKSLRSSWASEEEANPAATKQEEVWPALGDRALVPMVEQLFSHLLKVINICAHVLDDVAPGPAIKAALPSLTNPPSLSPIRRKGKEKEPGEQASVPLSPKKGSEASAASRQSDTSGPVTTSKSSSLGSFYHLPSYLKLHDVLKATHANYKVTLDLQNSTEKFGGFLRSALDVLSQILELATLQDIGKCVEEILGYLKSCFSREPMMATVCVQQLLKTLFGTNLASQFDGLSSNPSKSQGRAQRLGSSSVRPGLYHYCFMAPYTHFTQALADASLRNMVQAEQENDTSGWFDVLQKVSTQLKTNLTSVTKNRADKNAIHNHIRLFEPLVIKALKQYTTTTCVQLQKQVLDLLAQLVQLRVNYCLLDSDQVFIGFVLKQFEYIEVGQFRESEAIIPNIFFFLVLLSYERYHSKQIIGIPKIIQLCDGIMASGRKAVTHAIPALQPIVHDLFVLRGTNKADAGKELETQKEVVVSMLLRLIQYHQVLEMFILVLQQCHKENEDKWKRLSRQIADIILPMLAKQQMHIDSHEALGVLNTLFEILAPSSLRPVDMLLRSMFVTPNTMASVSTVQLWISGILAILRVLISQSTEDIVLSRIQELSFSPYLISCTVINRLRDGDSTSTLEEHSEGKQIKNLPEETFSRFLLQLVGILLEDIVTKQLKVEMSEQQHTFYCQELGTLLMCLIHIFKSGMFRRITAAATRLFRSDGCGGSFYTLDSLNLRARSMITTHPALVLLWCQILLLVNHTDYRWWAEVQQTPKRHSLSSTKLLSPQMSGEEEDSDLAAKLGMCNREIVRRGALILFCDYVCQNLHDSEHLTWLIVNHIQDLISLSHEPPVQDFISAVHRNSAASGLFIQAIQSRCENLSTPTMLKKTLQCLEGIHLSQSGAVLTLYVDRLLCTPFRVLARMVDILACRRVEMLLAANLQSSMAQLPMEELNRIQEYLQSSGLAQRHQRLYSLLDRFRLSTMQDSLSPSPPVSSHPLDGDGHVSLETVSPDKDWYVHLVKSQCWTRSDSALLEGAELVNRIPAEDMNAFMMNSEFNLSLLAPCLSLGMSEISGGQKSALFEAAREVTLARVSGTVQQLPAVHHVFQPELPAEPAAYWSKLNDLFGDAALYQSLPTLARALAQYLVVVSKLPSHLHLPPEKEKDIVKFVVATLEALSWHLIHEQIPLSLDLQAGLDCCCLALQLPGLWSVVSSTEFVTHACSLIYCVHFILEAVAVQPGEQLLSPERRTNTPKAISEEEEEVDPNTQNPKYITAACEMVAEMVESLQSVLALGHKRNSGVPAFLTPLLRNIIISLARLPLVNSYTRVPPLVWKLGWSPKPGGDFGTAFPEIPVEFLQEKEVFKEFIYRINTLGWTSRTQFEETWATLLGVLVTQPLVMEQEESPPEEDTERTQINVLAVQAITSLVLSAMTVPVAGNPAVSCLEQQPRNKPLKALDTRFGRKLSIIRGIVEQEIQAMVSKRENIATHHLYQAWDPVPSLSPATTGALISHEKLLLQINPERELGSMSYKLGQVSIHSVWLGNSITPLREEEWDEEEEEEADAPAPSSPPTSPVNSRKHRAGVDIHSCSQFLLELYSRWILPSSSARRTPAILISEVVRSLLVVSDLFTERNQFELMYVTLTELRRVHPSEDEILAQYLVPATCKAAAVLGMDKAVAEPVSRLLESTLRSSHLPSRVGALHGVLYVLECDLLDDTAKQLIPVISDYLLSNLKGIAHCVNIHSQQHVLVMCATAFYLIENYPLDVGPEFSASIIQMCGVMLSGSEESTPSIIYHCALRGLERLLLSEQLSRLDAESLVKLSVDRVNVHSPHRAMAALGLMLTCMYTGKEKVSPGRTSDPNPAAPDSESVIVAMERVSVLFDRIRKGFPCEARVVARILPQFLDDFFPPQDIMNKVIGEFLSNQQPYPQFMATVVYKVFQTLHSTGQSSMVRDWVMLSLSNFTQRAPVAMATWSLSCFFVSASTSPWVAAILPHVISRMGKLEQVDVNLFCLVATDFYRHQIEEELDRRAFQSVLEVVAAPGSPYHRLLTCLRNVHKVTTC
# Pf apPOL inh: Pf-apPOL DNA polymerase inhibition; 210,000 tested, 0.25% active; AID 1794808; inhibition, % at 10 µM; Recombinant Pf-apPOL, molecular beacon fluorescence, 1.5 h
# Numbers without * were called inactive; i = inactive; . = not tested or not shown; & = joins results of further samples; ! = a repeat was not active. No stated cut-off is given here; in the data, active means inhibition above about 50%; inactive means the rest. A portion of the library; the hit share may differ from the screen's.
SMILES,mHTT CaM bind,Pf apPOL inh
O=C(O)CC(NS(=O)(=O)c1cccc2c1C(=O)c1ccccc1C2=O)c1ccccc1 (centres undefined),11,0
O=c1/c(=C/C=C/c2ccccc2)sc2nc(-c3cccc(Cl)c3)nn12,13,7
CC1=C(C(=O)Nc2cc(C)ccn2)C(c2cc(C)sc2C)C2=C(CCCC2=O)N1 (centres undefined),4,1
COc1cccc(C2CC(c3ccccc3OC)n3nc(N)nc3N2)c1 (centres undefined),28,-7
Cc1cccc(CN2CCN(C3CCN(C(=O)Nc4ccc(F)c(Cl)c4)CC3)C2=O)c1,-5,6
O=C(NCC1(c2ccccc2)CCOCC1)c1ccc(Cl)cc1Cl,1,0
Cc1cccc(NC(=O)CSC2=NN3CCCC(=O)N=C3S2)c1,0,-2
CCOc1ccc(N2CC(C(=O)N3CCN(C4CCCC4)CC3)CC2=O)cc1 (centres undefined),0,-6
COc1ccc(-c2c(NC(=O)C3CCCCC3)oc3ccccc3c2=O)cc1,-3,-5
CCN1c2ccc(C)cc2C(=O)NC12CCN(C(=O)c1cc(F)cc(F)c1)CC2,4,-3
Cc1ccc(C)c(CN2C(=O)NC3(CCN(C(=O)c4cccs4)CC3)C2=O)c1,14,-3
COCCn1c(C)cc(C(=O)CSc2ncnc3sc(C)c(C)c23)c1C,0,0
CC(=O)Nc1ccc(N2CCN(Cc3ccccc3)C2=O)nc1,-4,-4
O=C(CC(C(=O)N1CCc2ccccc21)n1ccnc1)NC1CC1 (centres undefined),-3,-11
COc1ccc(Cl)cc1NC(=O)C1CCN(c2nccc(C)n2)CC1,-8,0
CC(=O)NC(CCS(C)(=O)=O)C(=O)Nc1ccccc1F (centres undefined),-3,0
COc1ccccc1OCCNc1cc(N2CCOCC2)ccc1[N+](=O)[O-],7,1
O=C(NCc1ccccc1Cl)C1CCN(Cc2c(F)cccc2Cl)CC1,0,-4
CCC(C)(C)C1CCc2c(sc(NC(=O)c3ccc(F)cc3)c2C(N)=O)C1 (centres undefined),0,3
O=[N+]([O-])c1cc(Br)c2nsnc2c1N1CCCCC1,77*!,-8
O=[N+]([O-])c1cc(-n2ncnc2-c2ccc(Br)cc2)ccc1F,4,0
COc1cccc(CNC(=O)c2cn3c(n2)CCCC3)c1OC,0,-1
CCn1c(SCC(=O)Nc2ccc(Br)cc2)nc2c(c1=O)SC(C)C2 (centres undefined),19,0
Clc1cccc2nnc(-c3ccc(Br)cc3)n12,2&-4,-5
CC(=O)Nc1ccc(NC(=O)c2ccccc2Br)cc1,-6,-14
CN(C)c1ccc(C2C(C#N)=C(N)N(c3ccc(Cl)cc3)C3=C2C(=O)CCC3)cc1 (centres undefined),99*,-4
CC(C)C[C@H]1COc2cccc(F)c2S(=O)(=O)N1C,-3,0
COc1cccc(CNC(=O)C2CC(=O)N(C3CCCCC3)C2)c1 (centres undefined),-13,7
COc1ccc(C2=NOC(C(=O)N3CCCc4ccccc43)C2)cc1 (centres undefined),-10,-2
O=C(c1cc(-c2cccs2)on1)N1CCCC1c1ccccc1Cl (centres undefined),-7,-3
COC(=O)c1ccccc1NC(=O)C1CC(c2cccc(OC)c2)=NO1 (centres undefined),-4,-1
O=C(O)c1ccc2c(c1)C(=O)N(c1cccc(Cl)c1Cl)C2=O,0,-2
Cc1ccc(C)c(OCC(=O)O/N=C(\N)c2ccncc2)c1,i,1
Cc1ccc(NC(=O)N2CCCC2c2ccccc2Cl)cc1 (centres undefined),0,-4
Cc1onc(-c2ccccc2F)c1C(=O)N(C)C,1,-2
Cn1c(=O)c2c(-c3ccccc3)n(Cc3ccc(Cl)cc3)cc2n(C)c1=O,44,2
CC(C)CC(=O)Nc1ccc(NC(=O)c2cccs2)cc1,-4,-9
COc1c[nH]n(C(C)(C)C)c(=O)c1=O,5,-1
COc1cc(NC(=O)Cn2nc(C(F)(F)F)c(Cl)c2C)cc([N+](=O)[O-])c1,16,-2
Cc1ccc(C2CC(C(F)(F)F)n3nc(C(=O)Nc4ccc5c(c4)OCO5)cc3N2)cc1 (centres undefined),18,0
CCn1c(=O)c(N2CCC(NC(=O)NCCCOC)CC2)nc2ccccc21,-5,-6
O=C(O)C1Cc2c([nH]c3ccccc23)C(c2cc(Br)ccc2O)N1 (centres undefined),57*,-3
O=C(c1cccc(Cl)c1)N1CCC2(C1)NC(=O)N(Cc1ccc(F)cc1)C2=O (centres undefined),10,-2
O=C1C2ON(c3ccc(Cl)cc3)C(c3ccco3)C2C(=O)N1Cc1ccccc1 (centres undefined),26,-7
COC(=O)c1ccc(OCC2NCCc3cc(OC)c(OC)cc32)cc1 (centres undefined),-3,-8
COc1cc2c(cc1OC)C(c1cccc([N+](=O)[O-])c1)N(C(=O)CCC(=O)O)CC2 (centres undefined),4,-3
COc1cccc(C=Nc2ccc3c(c2)OCCO3)c1O,6,2
Cc1nn(-c2nc3ccccc3s2)c2c1C(=O)CC(C)(C)C2,0,-5
C=CCn1c(=N)c(S(=O)(=O)c2ccccc2)cc2c(=O)n3cccc(C)c3nc21,-5,-5
Cc1ccc(N=Cc2cc(Cl)cc([N+](=O)[O-])c2O)cc1,6,11

# The final two records of the section above open the next one:
SMILES,mHTT CaM bind,Pf apPOL inh
C=CCn1c(=N)c(S(=O)(=O)c2ccccc2)cc2c(=O)n3cccc(C)c3nc21,-5,-5
Cc1ccc(N=Cc2cc(Cl)cc([N+](=O)[O-])c2O)cc1,6,11
Cc1ccc(OCCCC(=O)Nc2ccc(S(=O)(=O)Nc3nc(C)cc(C)n3)cc2)cc1,13,6
COc1ccc(OC)c(/C=C2\CCCC3=C2Nc2nnnn2C3c2cc(OC)ccc2OC)c1 (centres undefined),20,-9
COc1cccc(-c2cc(C3CCN(S(=O)(=O)c4ccccc4F)CC3)[nH]n2)c1,7,-3
CCOC(=O)Oc1ccc2c(=O)c(-c3ccccc3Cl)coc2c1,16,-3
O=C(COc1ccccc1N1C(=O)C2C3CCC(C3)C2C1=O)c1ccc(F)cc1 (centres undefined),-3,3
COc1ccc(NC(=O)NCCC2CCN(S(=O)(=O)c3ccc(C)cc3)CC2)cc1,27,-4
COc1cccc2cc(C(=O)N3CCN(c4ccccn4)CC3)oc12,-4,-18
CCC(C)NC(=O)N1CCC(OC)CC1 (centres undefined),1,0
CCC(CC)C(=O)N1CCC(COc2ccccc2C(=O)N2CCCC2)CC1,-3,1
O=C(NCCC12CC3CC(CC(C3)C1)C2)c1cc([N+](=O)[O-])ccc1Cl,13,-4
CCc1c(C2CCN(C(=O)Nc3ccc(F)c(Cl)c3)CC2)noc1N,3,-4
O=C1CSC(c2cc3c(cc2Br)OCO3)N1c1ccccc1 (centres undefined),-2,-1
COc1ccc(NC(=O)C2CCN(c3nccc(C)n3)CC2)cc1OC,6,-5
COc1cccc(C2=CC(c3ccccc3C)n3ncnc3N2)c1 (centres undefined),11,-1
COc1cc(C=O)ccc1OCCN1CCOCC1,1,-7
COc1ccc(-n2nc(C(=O)Nc3ccc(C(F)(F)F)cc3)c3ccccc3c2=O)c(OC)c1,4,3
COc1ccccc1NC(=O)C1CN(S(C)(=O)=O)CC12CCCCC2 (centres undefined),10,1
Clc1ccc(OCc2nc(-c3cccc(-c4ccn[nH]4)c3)no2)cc1,3,4
Cc1sc2nc(SCc3ccc([N+](=O)[O-])cc3)[nH]c(=O)c2c1C,2,1
CCOC(=O)c1ccc(NC(=O)C2OC3OC(C)(C)OC3C3OC(C)(C)OC23)cc1 (centres undefined),1,-1
NC1CCCc2c1[nH]c1ccc(Br)cc21 (centres undefined),28,.
C=CCN1C(=O)C2C(C1=O)C1(Br)c3ccccc3C2(Br)c2ccccc21 (centres undefined),-3,-4
Cc1ccccc1N1CC(C(=O)NC2CCCC2)CC1=O (centres undefined),-2,-2
CC(=O)Nc1ccc(S(=O)(=O)Nc2ccc(S(=O)(=O)Nc3ccc(Cl)cc3)cc2)cc1,6,-2
COc1ccc(N2CCN(C(=O)CN(c3cccc(Cl)c3C)S(C)(=O)=O)CC2)cc1,36,-1
Cc1cc(C)c(NC(=O)C(=O)NC(C)C)c(C)c1,1,-2
Cc1nnc(N2C(=O)C(O)=C(C(=O)c3ccco3)C2c2ccccc2F)s1 (centres undefined),57*,-19
Cc1cccc(C2CCCN2C(=O)NCc2ccccc2)c1 (centres undefined),-5,1
Nc1nc(Cl)cc(Oc2ccc(Cl)cc2)n1,-5,.
O=C(NCc1cccs1)C1C2C=CC3(CN(CCCN4CCOCC4)C(=O)C13)O2 (centres undefined),3,-4

# Part of the list above, as labelled records:
COc1ccc(N2CCN(C(=O)CN(c3cccc(Cl)c3C)S(C)(=O)=O)CC2)cc1
  mHTT CaM bind: 36 | Pf apPOL inh: -1
Cc1cc(C)c(NC(=O)C(=O)NC(C)C)c(C)c1
  mHTT CaM bind: 1 | Pf apPOL inh: -2
Cc1nnc(N2C(=O)C(O)=C(C(=O)c3ccco3)C2c2ccccc2F)s1 (centres undefined)
  mHTT CaM bind: 57* | Pf apPOL inh: -19
Cc1cccc(C2CCCN2C(=O)NCc2ccccc2)c1 (centres undefined)
  mHTT CaM bind: -5 | Pf apPOL inh: 1

# The listing continues:
SMILES,mHTT CaM bind,Pf apPOL inh
COc1ccc(Br)cc1CN(C)CCN(C)C,-3,1
CC(C)c1ccc(S(=O)(=O)N2CCCC2c2nc(-c3cccc(F)c3)no2)cc1 (centres undefined),-50,-1
O=C1OC(c2ccc3c(c2)OCO3)=N/C1=C\c1ccco1,-3,0
O=c1[nH]cnc2c1C(c1ccccc1)c1c(nc[nH]c1=O)O2,1,-4
COc1ccc2c(c1)CC/C2=N\OC(=O)c1cc(Cl)ccc1OC,i,-1
CSc1ccc(/C=C2\N=C(c3ccc(C)c(C)c3)OC2=O)cc1,-4,-46
O=C(Oc1ccccc1N1CCOCC1)c1cccs1,.,-6
CCOc1nc(C)c([N+](=O)[O-])c(Nc2ccccc2OC)n1,15,-21
CCC(NC(=O)C1CCN(c2nnc(-c3ccc(C)cc3)o2)CC1)c1ccc(OC)cc1 (centres undefined),11,-6
Cc1ccc(S(=O)(=O)N(CC(N)=O)c2ccccc2Cl)cc1,-1,-8

# Part of the list above, set out differently:
Structure	mHTT CaM bind	Pf apPOL inh
O=C1OC(c2ccc3c(c2)OCO3)=N/C1=C\c1ccco1	-3	0
O=c1[nH]cnc2c1C(c1ccccc1)c1c(nc[nH]c1=O)O2	1	-4
COc1ccc2c(c1)CC/C2=N\OC(=O)c1cc(Cl)ccc1OC	i	-1
CSc1ccc(/C=C2\N=C(c3ccc(C)c(C)c3)OC2=O)cc1	-4	-46
O=C(Oc1ccccc1N1CCOCC1)c1cccs1	.	-6

# (listing goes on)
SMILES,mHTT CaM bind,Pf apPOL inh
COc1ccc(CCN2C(=O)CC(Cc3ccc(Br)cc3)C2=O)cc1OC (centres undefined),10,-9
O=C(NCc1ccccc1Cl)C1CCN(S(=O)(=O)N2CCCCC2)CC1,-8,-16
COc1ccc(Nc2nc(C(=O)NCCc3cccs3)cs2)cc1OC,18,-9
N#Cc1ccc(-c2csc(NN=C3CCCC3)n2)cc1,.,0
Cc1nn(C2CCS(=O)(=O)C2)c(C)c1N1CCN(C(=O)C(C)Oc2ccccc2)CC1 (centres undefined),-12,-9
CSc1ccccc1NC(=O)C(=O)N1CCC(Cc2ccccc2)CC1,-46,-3
Cc1ccccc1NCN1C(=O)S/C(=C\c2ccccc2)C1=O,53*,0
O=C(Nc1nonc1-c1nc2ccccc2[nH]1)c1ccccc1Cl,3,4
Clc1ccc(-c2nc3ccccc3nc2-c2ccccc2)cc1,.,-10
Cn1c(=O)c2c([nH]c(=O)n2Cc2ccc(Cl)cc2Cl)n(C)c1=O,3&-1,-10&1
Cc1ccc(-c2nocc2CCC(=O)NCc2ccc3c(c2)OCO3)cc1,-5,-1
CCCS(=O)(=O)c1c(S(=O)(=O)CCC)c2cnccn2c1C(=O)c1ccc(Cl)cc1,17&3,-2&-24
CC(=O)Nc1ccc(-n2c(C)c(C(C)=O)c(C(C)=O)c2C)cc1,-4,1
CC(=O)N1CCc2c(sc(NC(=O)c3cc(C)oc3C)c2C(N)=O)C1,-4,8
CCc1cc(N2CCCC(C)C2)n2ncnc2n1 (centres undefined),0,-8
COc1ccc(C2c3cc(OC)c(OC)cc3Cc3c4cc(OC)c(OC)cc4cc[n+]32)cc1OC (centres undefined),.,16
Fc1cccc(-n2nnnc2-c2ccccc2Cl)c1,.,-4
O=c1[nH]nc(SCc2ccc(Cl)cc2)c(=O)[nH]1,0,-13
O=C1C2C(C(=O)N1c1ccc(Cl)cc1)C1C=CC2C12CC2 (centres undefined),-4,-1
CCc1onc(C)c1C1CCCN1C(=O)c1cccs1 (centres undefined),7,-1
COc1cccc(CNC(=O)N2CCCC2c2cc(C)no2)c1 (centres undefined),-6,-3
CN(C)C(=O)c1cccc(C(=O)N(C)C)n1,-6,-4
CC(=O)N1CCN(c2ccc(NC(=O)c3ccc(C(F)(F)F)cc3)cn2)CC1,0,-15
COc1ccc(CNC(=O)C2(S(=O)(=O)c3ccc(C)cc3)CC2)cc1,2,-8
CCN1CCN(CC2CCCCC2)CC1,-7,-1
COc1cccc(C2CC(c3ccc(Cl)cc3)=NC3(CCN(C)CC3)N2)c1O (centres undefined),23,-3
Cc1cc(Cl)ccc1OCC(=O)Nc1ccc(Cl)cn1,-3,-5
COc1cccc(-c2cc(C(=O)N3CCCC3c3cc(C)no3)on2)c1 (centres undefined),-4,-1
O=S(=O)(NCCSc1ncnc2nc[nH]c12)c1ccccc1,5,-5
